POLB inh: inhibitors of human DNA polymerase beta; P06746; Pol beta primer extension/strand displacement, fluorescence kinetic; Potency, µM (highest dose often 114 µM), for the others: at the top dose activity change, negative = inhibition, actives largely listed as inhibitors; 340,000 tested, 1.3% active; AID 485314; note: potency is the fitted concentration of half-maximal effect; % is set by controls: 0 for no effect and ±100 for the full control effect
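10 nM enzyme + cpd, 15 min RT; start with substrate 50 nM final; read 0 min and after 10 min RT. Corrected, normalized data; 4-parameter Hill curve fit.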
POLI inh: DNA polymerase iota (human) inhibition; 390,000 tested, 1% active; Q9UNA4; Potency, µM (top dose mostly 115 µM), for inactives: at the top dose activity, negative = inhibition, hits mostly inhibitors; Pol iota fluorescent replication assay, 10 min; note: potency is the fitted concentration of half-maximal effect
Target sequence (Q9UNA4 whole entry, looked up): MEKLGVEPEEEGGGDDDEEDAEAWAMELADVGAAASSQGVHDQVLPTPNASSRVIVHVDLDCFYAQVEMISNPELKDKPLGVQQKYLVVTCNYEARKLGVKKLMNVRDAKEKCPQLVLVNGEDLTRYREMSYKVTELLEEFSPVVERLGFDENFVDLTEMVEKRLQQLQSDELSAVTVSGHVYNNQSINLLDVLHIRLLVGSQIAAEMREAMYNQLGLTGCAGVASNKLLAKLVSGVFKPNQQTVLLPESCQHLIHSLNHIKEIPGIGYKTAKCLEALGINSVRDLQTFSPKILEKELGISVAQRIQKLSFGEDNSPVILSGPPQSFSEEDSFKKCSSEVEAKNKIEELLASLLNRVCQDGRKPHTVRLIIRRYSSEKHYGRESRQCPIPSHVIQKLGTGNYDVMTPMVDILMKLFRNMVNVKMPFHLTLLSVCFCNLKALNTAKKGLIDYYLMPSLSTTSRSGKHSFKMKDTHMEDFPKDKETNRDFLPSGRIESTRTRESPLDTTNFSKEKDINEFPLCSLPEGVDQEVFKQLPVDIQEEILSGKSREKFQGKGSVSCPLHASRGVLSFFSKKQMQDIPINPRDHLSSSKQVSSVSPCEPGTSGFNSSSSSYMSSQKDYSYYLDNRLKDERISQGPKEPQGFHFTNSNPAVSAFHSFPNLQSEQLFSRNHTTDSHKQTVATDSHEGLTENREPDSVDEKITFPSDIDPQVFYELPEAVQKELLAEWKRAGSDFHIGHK
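Fluorescent replication assay read twice, at 0 min and 10 min after adding 50 nM (final) substrate. Enzyme (10 nM) and compounds were first incubated 15 min at room temperature; enzyme-free buffer wells were negative controls.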
APE1 inh: inhibitors of human APE1 endonuclease; Potency, µM (doses to about 65.8 µM), for inactives: at the top dose activity change, negative = inhibition, usual class: inhibitors; 350,000 tested, 0.35% active; recombinant APE1, TAMRA/BHQ-2 abasic DNA cleavage fluorescence;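 note: potency is the fitted concentration of half-maximal effect; plate controls were vehicle for no effect and reference inhibitor for full effect; nearly all actives have a fitted effect of over 55% in size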
Target sequence (P27695 whole entry, looked up): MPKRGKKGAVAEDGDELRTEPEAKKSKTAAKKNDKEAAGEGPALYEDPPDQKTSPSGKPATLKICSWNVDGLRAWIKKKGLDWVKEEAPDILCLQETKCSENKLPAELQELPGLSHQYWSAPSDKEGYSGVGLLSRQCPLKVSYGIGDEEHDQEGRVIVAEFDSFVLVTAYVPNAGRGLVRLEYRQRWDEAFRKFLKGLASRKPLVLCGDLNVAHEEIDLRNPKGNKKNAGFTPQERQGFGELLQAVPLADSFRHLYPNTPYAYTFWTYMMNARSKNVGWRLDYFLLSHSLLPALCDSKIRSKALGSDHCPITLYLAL
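APE1 at 0.75 nM preincubated 15 min at room temperature with compound. Reaction then started with 50 nM double-stranded THF-abasic substrate labelled with TAMRA/BHQ-2, and 525/598 nm fluorescence read kinetically. Activity taken as third-minus-first read difference, normalized to DMSO and NSC13755 controls.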
LDHA inh: blocks human lactate dehydrogenase A. P00338. purified LDHA, NADH/diaphorase-resazurin fluorescence; hits give low values. activity change, % (values are at about 110 or 230 µM). 480,000 tested, 0.15% active; in the data active = activity change below about -30%; inconclusive = mostly about -25% to -30%;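 note: plate controls were DMSO wells for no effect and wells without enzyme for full effect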
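LDH5 2 nM; NADH 0.06 mM, pyruvate 0.2 mM; 200 mM Tris pH 7.4, EDTA, Tween-20; 5 min RT. Detection: diaphorase 0.133 mg/mL + resazurin 37 µM, fluorescence ex540/em590 at 0 and 20 min; normalized to enzyme-free and DMSO wells.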
Pol kappa inh: blocks human DNA polymerase kappa activity; Q9UBT6; purified Pol kappa, fluorescent DNA synthesis assay, 10 min; Potency, µM (doses to about 107 µM), inactives show at the top dose activity, negative = inhibition, usual class: inhibitors; 400,000 tested, 0.53% active; AID 588579; note: potency is the fitted concentration of half-maximal effect; % is set by controls: 0 for no effect and ±100 for the full control effect
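Activity was followed as the change in fluorescence between reads at 0 and 10 min after starting the reaction with 50 nM substrate. Beforehand, 10 nM polymerase had been preincubated with compound for 15 min at room temperature.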
GRP78 ERSR act: inducers of ER stress response in human glioma cells; U87-MG GRP78 promoter luciferase reporter, 16 h; Potency, µM, inactives show top-dose activation, actives largely listed as activators; 420,000 tested, 0.02% active; AID 602332; note: potency is the fitted concentration of half-maximal effect; series mostly up to about 76 µM; % of control where 0% means no effect; nearly all actives have a fitted effect of over 35% in size
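ERSR induction read as luciferase luminescence (Bright-Glo, 10 min at room temperature) in stably transfected human U87-MG glioma cells exposed to compounds for 16 h, using GRP78 as sensor.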
POLH inh: DNA polymerase eta (human) inhibition; 390,000 tested, 1.2% active; recombinant Pol eta, fluorescent DNA replication assay; AID 588591; Potency, µM (top dose mostly 114 µM), without a hit: at the highest dose activity change, negative = inhibition, hits mostly inhibitors; note: potency is the fitted concentration of half-maximal effect; % is set by controls: 0 for no effect and ±100 for the full control effect
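Pol eta at 10 nM preincubated with compounds 15 min at room temperature; reaction started with fluorescent substrate (50 nM final) and read kinetically at 0 and 10 min.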
BLM inh: blocks DNA unwinding by human BLM helicase; P54132; recombinant BLM DNA unwinding, fluorescence dequenching; Potency, µM (doses to about 56.1 µM), for the others: at the highest dose activity change, negative = inhibition, usual class: inhibitors; 350,000 tested, 0.2% active; AID 2528;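 note: potency is the fitted concentration of half-maximal effect; plate controls were vehicle for no effect and no enzyme for full effect; nearly all actives have a fitted effect of over 35% in size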
Apoferritin bind: candidate novel general anesthetic via apoferritin binding; 350,000 tested, 0.074% active; P02791; apoferritin/1-aminoanthracene competitive binding, fluorescence; Potency, µM (series often up to 77.5 µM), for the others: at the top dose activity change, negative = displacement, usual class: inhibitors; note: potency is the fitted concentration of half-maximal effect; % is set by controls: 0 for no effect and ±100 for the full control effect; nearly all actives have a fitted effect of over 20% in size
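10 uM apoferritin + 50% sat. 1-AMA, PBS; cpd 10 min RT; Ex380/Em535 endpoint; normalized to free probe vs complex; 4-param Hill fit; propofol titration as pos. ctrl.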
* marks the source's active call; other numbers are inactive results; ? = inconclusive; . = not tested or not shown; & = joins results of further samples; [ ] = another dose, or the depositor's remark. Unless noted, calls come from the whole dose curve; as a rule, active = well fitted curve in the direction sought with a large enough effect; inconclusive = small, poorly fitted or top-dose-only effect, or another doubt; inactive = no such curve, though single readings can be large; an effect the other way counts as inactive or inconclusive. These rows are one share of the data. The share of hits here may be higher or lower than overall.

Letters: A = POLB inh; B = POLI inh; C = APE1 inh; D = LDHA inh; E = Pol kappa inh; F = GRP78 ERSR act; G = POLH inh; H = BLM inh; I = Apoferritin bind
COc1ccccc1N1C(=O)NC(=O)/C(=C\c2cnn(-c3ccccc3)c2)C1=O
  A: 25µM*; B: 18µM*; C: -1%; D: -4; E: -18%; F: -10%; G: 40µM*; H: -12%; I: ?
CCN1C[C@@]2(COC)C3[C@@H](OC)[C@H]4C1[C@@]3(C1C[C@]3(O)C(OC)[C@H](O)[C@@]4(OC(C)=O)C1[C@H]3OC(=O)c1ccccc1)[C@H](OC)C[C@H]2O (stereo partly drawn)
  A: .; B: .; C: 15%; D: .; E: -20%[60.1 µM]; F: -5%; G: .; H: 5%; I: 0%
Cc1cc(NC(=O)C(Cl)(Cl)Cl)no1
  A: 13%; B: 195%[activator]; C: 0%; D: -4; E: -4%; F: -2%; G: -16%; H: 1%; I: -14%
NS(=O)(=O)c1cc(C2(O)NC(=O)c3ccccc32)ccc1Cl (stereo not drawn)
  A: 0%; B: 11%; C: -3%; D: -3; E: -7%[60.1 µM]; F: -5%&-1%; G: -2%; H: -9%&3%; I: -3%&3%
O=C(Nc1cccc(C(F)(F)F)c1)OC1CN2CCC1CC2 (stereo not drawn)
  A: 0%; B: 3%; C: 54%[activator]; D: -1; E: -16%; F: -3%; G: -1%; H: 0%; I: 4%
CCOc1ccc([N+](=O)[O-])cc1CNCCc1ccccc1
  A: 22%; B: 28%; C: -6%; D: -2; E: 3%; F: 1%; G: -16%; H: 2%; I: -10%
NC(CO)Cc1ccccc1 (stereo not drawn)
  A: .; B: .; C: -3%; D: .; E: -7%[60.1 µM]; F: -7%; G: .; H: 4%; I: -2%
O=c1c2ccccc2nc(/C=C/c2ccc(F)cc2)n1-c1ccccc1O
  A: 6%; B: 145%[activator]; C: 12%; D: -1; E: -11%; F: -8%; G: -9%; H: -8%; I: -12%
CCOC(=O)C1(CCCc2ccccc2)CCN(C2CCCC2)CC1
  A: -7%; B: 26%; C: 12%; D: -18; E: -5%; F: -5%; G: 6%; H: 1%; I: -14%
O=C1NC(=O)C(=Cc2ccc(OCCOc3ccc([N+](=O)[O-])cc3)cc2)C(=O)N1
  A: ?; B: ?; C: -12%; D: ?; E: -34%; F: 2%; G: 79µM*; H: -10%; I: -24%

Part of the list above, set out differently.
structure,POLB inh,POLI inh,APE1 inh,LDHA inh,Pol kappa inh,GRP78 ERSR act,POLH inh,BLM inh,Apoferritin bind
COc1ccccc1N1C(=O)NC(=O)/C(=C\c2cnn(-c3ccccc3)c2)C1=O,25µM*,18µM*,-1%,-4,-18%,-10%,40µM*,-12%,?
CCN1C[C@@]2(COC)C3[C@@H](OC)[C@H]4C1[C@@]3(C1C[C@]3(O)C(OC)[C@H](O)[C@@]4(OC(C)=O)C1[C@H]3OC(=O)c1ccccc1)[C@H](OC)C[C@H]2O (stereo partly drawn),.,.,15%,.,-20%[60.1 µM],-5%,.,5%,0%
NS(=O)(=O)c1cc(C2(O)NC(=O)c3ccccc32)ccc1Cl (stereo not drawn),0%,11%,-3%,-3,-7%[60.1 µM],-5%&-1%,-2%,-9%&3%,-3%&3%
NC(CO)Cc1ccccc1 (stereo not drawn),.,.,-3%,.,-7%[60.1 µM],-7%,.,4%,-2%

Next records:
Letters: A = POLB inh; B = POLI inh; C = APE1 inh; D = LDHA inh; E = Pol kappa inh; F = GRP78 ERSR act; G = POLH inh; H = BLM inh; I = Apoferritin bind
N#CC1=C(N)Oc2c(c(=O)oc3ccccc23)C1c1ccc([N+](=O)[O-])o1 (stereo not drawn)
  A: ?; B: ?; C: 35µM*; D: 8; E: 50µM*; F: 3%; G: 20µM*; H: -3%; I: -10%
CCCCCCCCCCCCSCCOCCO
  A: .; B: .; C: -4%; D: .; E: ?; F: -1%; G: .; H: -7%; I: ?
COc1ccc(C2/C=C\CN(C(=O)Oc3ccc(C(F)(F)F)cc3)CC(=O)N2Cc2ccc(F)cc2)cc1 (stereo not drawn)
  A: ?; B: 4%&-21%; C: -9%&0%; D: -1; E: -6%&-14%; F: -3%&-1%; G: ?; H: -8%&-10%; I: 4%&-14%
CCOP(=O)(OCC)c1nc(-c2cccc3ccccc23)oc1N1CCOCC1
  A: -27%; B: 165%[activator]; C: 3%; D: -2&-2; E: -14%; F: -3%; G: -18%; H: 0%; I: 186%[activator]
CC1=CC(O)C(O)C2(C)C1CC1OC(=O)CC3C(C)C(O)C(=O)C2C13CO (stereo not drawn)
  A: .; B: 53%[activator]; C: .; D: -7; E: -3%; F: -6%; G: 13%; H: .; I: .
CCC(C)C(=O)O[C@@H]1C[C@@]2(C)C(c3ccoc3)OC(=O)CC23OC2(C)O[C@@]14[C@@]1(C)C(CC(=O)OC)C5(C)CC1(O)C(O)(C5OC(=O)C1(C)OC1C)C(OC(C)=O)[C@@]34O2 (stereo partly drawn)
  A: .; B: .; C: -2%; D: .; E: -9%[60.1 µM]; F: 0%; G: .; H: -1%; I: -15%
CN(C)c1ccc(C=C2C(=O)NC(=S)NC2=O)cc1
  A: .; B: 50%&-19%[activator]; C: .; D: -4&4; E: -25%&-9%; F: ?; G: -17%; H: .; I: .
COC(=O)C1=C(c2ccccc2OCc2ccccc2)C[C@@H]2CC[C@H]1N2C(=O)NCCc1ccc(F)cc1
  A: .; B: -7%; C: -8%; D: 1; E: -15%; F: -4%; G: -12%; H: .; I: .
O=S(=O)(c1ccc(Cl)cc1)c1ccc(Cl)cc1
  A: .; B: 14%; C: -8%&13%&-2%; D: -2; E: 1%; F: -1%&-3%; G: -19%; H: .; I: .
COC(=O)C1=C(c2c(C)noc2C)C[C@@H]2CC[C@H]1N2C(=O)NCc1ccco1
  A: .; B: 16%; C: 4%; D: -3; E: -20%; F: 0%; G: -13%; H: .; I: .

(more compounds)
Letters: A = POLB inh; B = POLI inh; C = APE1 inh; D = LDHA inh; E = Pol kappa inh; F = GRP78 ERSR act; G = POLH inh; H = BLM inh; I = Apoferritin bind
CCCCn1c(O)c(C=NCCN2CCCCC2)c(=O)[nH]c1=O
  A: 39%; B: 2%; C: 1%; D: -12; E: -2%; F: -3%; G: -5%; H: 0%; I: -9%
O=C1CC(c2cccnc2)=NN1c1ccc(Cl)cc1Cl
  A: 1%; B: 11%; C: -5%; D: -2; E: -2%; F: -5%; G: -10%; H: -2%; I: -6%
O=c1c2ccccc2nc(Cc2ccccc2)n1-c1ccccc1O
  A: -26%; B: 63%[activator]; C: 2%; D: -7; E: -1%; F: -3%; G: -21%; H: 0%; I: -4%
O=c1[nH]c(CN2CC=C(c3ccccc3)CC2)nc2scc(-c3ccccc3)c12
  A: 9%; B: 39%[activator]; C: 3%; D: -10; E: -14%; F: -5%; G: -19%; H: 0%; I: -14%
O=C(N/N=C1/CN2CCC1CC2)c1cccc(O)c1
  A: 3%; B: 1%; C: 1%; D: 9; E: 1%; F: 0%; G: 11%; H: -1%; I: -11%
C/C(=N\N1CCCCCC1)c1c(O)n(-c2ccc(Cl)cc2)c(=O)[nH]c1=O
  A: 30%; B: 34%[activator]; C: 2%; D: -6; E: 5%; F: 2%; G: -11%; H: -2%; I: -6%
CNC(C(=O)c1ccccc1)C(OC)c1cccc([N+](=O)[O-])c1 (stereo not drawn)
  A: 28%; B: 86%[activator]; C: -6%; D: -6; E: -6%; F: -5%; G: 2%; H: -1%; I: 4%
Cc1c(C=C2C(=O)N(C)C(=O)N(C)C2=O)c(=O)n(-c2ccccc2)n1C
  A: 27%; B: -9%; C: 6%; D: -3; E: 3%; F: -4%; G: -9%; H: -1%; I: -11%
CCC(=Nc1ccc(OC)cc1OC)c1c(O)n(C)c(=O)n(C)c1=O
  A: 0%; B: 12%; C: 22%; D: 7; E: -2%; F: -6%; G: 2%; H: -5%; I: -23%
CS(=O)(=O)NCc1nnc2n1-c1ccc(Cl)cc1C(c1ccccc1)=NC2
  A: 2%; B: 100%[activator]; C: 5%; D: -4; E: -17%; F: -1%; G: 0%; H: -3%; I: -4%

More entries follow:
Letters: A = POLB inh; B = POLI inh; C = APE1 inh; D = LDHA inh; E = Pol kappa inh; F = GRP78 ERSR act; G = POLH inh; H = BLM inh; I = Apoferritin bind
CCC12CCCN3CCC4(c5ccc(OC)c(O)c5N(C(C)=O)C4CC1)C32 (stereo not drawn)
  A: .; B: .; C: -4%; D: .; E: -9%[19.4 µM]; F: -3%; G: .; H: 0%; I: .
O=c1[nH]c(=S)[nH]c(O)c1C(c1ccccn1)c1c(O)[nH]c(=S)[nH]c1=O
  A: 14%; B: 31%[activator]; C: -8%; D: 6; E: 1%; F: -5%; G: -3%; H: -2%; I: -3%
O=P(NC(c1ccccc1)c1ccccc1)(Oc1ccccc1)Oc1ccccc1
  A: 26%; B: 18%; C: -2%; D: -3; E: -14%; F: -5%; G: -4%; H: 3%; I: -13%
CCN1CCN(Cc2ccc(OC(F)(F)F)cc2)CC1
  A: -17%; B: 16%; C: -2%; D: -3; E: -15%; F: 0%; G: 5%; H: -6%; I: -7%
C/C(=N\NC(N)=S)C12CC3CC(CC(C3)C1)C2
  A: 1%; B: 41%[activator]; C: 4%; D: -7; E: -1%; F: 0%; G: -17%; H: -2%; I: 8.9µM*
N=c1c[n+](CC23CC4CC(CC(C4)C2)C3)[n-]o1
  A: -14%; B: 5%; C: -3%; D: -1; E: -15%; F: 0%; G: -8%; H: 1%; I: ?
O=c1cccc2n1CC1CC2CN(Cc2c(Cl)cccc2Cl)C1 (stereo not drawn)
  A: 11%; B: ?; C: 0%; D: -4; E: -5%; F: -2%; G: -6%; H: -10%; I: -14%
CC(C)(C)c1ccc(S(=O)(=O)N2CC3CC(C2)c2cccc(=O)n2C3)cc1 (stereo not drawn)
  A: 19%; B: 22%; C: -3%; D: -2; E: -3%; F: -4%; G: 6%; H: 3%; I: -10%
Fc1ccc(N2CCN(Cc3ccc4c(c3)OCO4)CC2)cc1
  A: -1%; B: -14%[58.9 µM]; C: -1%; D: -11; E: 1%; F: -2%; G: -14%; H: 0%; I: 6%
